# Screening data from PubChem BioAssay.
# RGS4 inh – blocks human RGS4-accelerated GTP hydrolysis. P49798. Transcreener GDP fluorescence polarization, RGS4-accelerated GTP hydrolysis. Potency, µM (series often up to 114 µM), for the others: top-dose activity change, negative = inhibition, actives largely listed as inhibitors. 0.039% of 390,000 active; note: % is set by controls: 0 for no effect and ±100 for the full control effect; nearly all actives have a fitted effect of over 75% in size; some results filed as inactive show a strong effect at the top dose
#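 MLSMR compounds (23 nl, pin-transferred) preincubated 10 min at room temperature with a 500nM (2x) first reagent, then RGS4 at 900nM (2x) plus Transcreener GDP mix added; fluorescence polarization (620/688 nm) read before and after 90 min at 30 °C.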
# IDH1 R132H inh – inhibitors of human mutant IDH1 R132H; O75874; IDH1-R132H enzyme, NADPH consumption, diaphorase/resazurin fluorescence; Potency, µM (top dose mostly 76.6 µM), for the others: top-dose activity change, negative = inhibition, most hits filed as inhibitors; 0.093% of 390,000 active; note: % is set by controls: 0 for no effect and ±100 for the full control effect; nearly all actives have a fitted effect of over 65% in size
#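 IDH1-R132H (0.5 ug/mL) preincubated 30 min with compound, then NADPH (0.016 mM) and alpha-KG (2 mM) added; 80 min at RT, pH 7.5. Remaining NADPH coupled via diaphorase/resazurin to fluorescence (540/590 nm); concentration-response curves normalized to no-enzyme control.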
# rTrxR1 inhibitor – inhibitors of rat thioredoxin reductase 1. recombinant rTrxR1, NADPH fluorescence consumption, selenite substrate. Potency, µM (highest dose often 114 µM), inactives show at the highest dose activity change, negative = inhibition, hits mostly inhibitors. 1% of 390,000 active; note: % is set by controls: 0 for no effect and ±100 for the full control effect; nearly all actives have a fitted effect of over 65% in size
# Target sequence (O89049 whole entry, looked up): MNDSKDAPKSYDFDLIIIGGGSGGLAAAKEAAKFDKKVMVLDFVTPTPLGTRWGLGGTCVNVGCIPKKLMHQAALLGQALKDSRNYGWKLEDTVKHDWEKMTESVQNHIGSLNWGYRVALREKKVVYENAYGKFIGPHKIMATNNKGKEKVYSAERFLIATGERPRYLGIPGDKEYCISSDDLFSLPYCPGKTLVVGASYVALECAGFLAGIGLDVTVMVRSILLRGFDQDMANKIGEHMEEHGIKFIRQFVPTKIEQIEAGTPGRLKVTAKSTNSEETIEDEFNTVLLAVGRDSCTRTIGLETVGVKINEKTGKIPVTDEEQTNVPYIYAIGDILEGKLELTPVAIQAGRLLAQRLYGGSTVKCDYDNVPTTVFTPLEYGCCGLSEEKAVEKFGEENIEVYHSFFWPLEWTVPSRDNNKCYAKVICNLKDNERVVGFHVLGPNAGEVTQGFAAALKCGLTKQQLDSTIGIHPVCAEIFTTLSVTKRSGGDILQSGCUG
#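 Rat TrxR1 (90 nM in the dispensed reagent) was pre-reduced with 400 uM NADPH for 5 min at room temperature, then incubated with compound for 15 min. After 400 uM selenite was added, NADPH fluorescence (Ex 340/Em 450 nm) was followed for 8 min.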
# RXFP1 agonist – RXFP1 (human) receptor agonism; Q9HBX9; HEK293T-RXFP1 cAMP TR-FRET, 30 min; response scale: percent of porcine relaxin response, buffer zero; Potency, µM (top dose mostly 57.5 µM), without a hit: top-dose activation, actives largely listed as activators; 0.3% of 370,000 active; AID 2676; note: % is set by controls: 0 for no effect and ±100 for the full control effect; nearly all actives have a fitted effect of over 60% in size; many of its hits are not listed in these tables
#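 HEK293T cells stably expressing RXFP1 were pretreated with the PDE4 inhibitor Ro 20174, exposed to compounds for 30 min at 37C, lysed, and cAMP was read by TR-FRET. Data normalized to buffer (basal) and 29 nM porcine relaxin (100%).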
# Vif-A3F inh – inhibitors of Vif-A3F interaction | AID 602313 | HeLa A3F-eYFP + Vif (tagged APOBEC3F with the HIV-1 protein that degrades it), YFP fluorescence increase | 0.2% of 390,000 active | Potency, µM (series often up to 46.1 µM), inactives show at the top dose activity, negative = active; note: % of control where 0% means no effect; nearly all actives have a fitted effect of over 65% in size
#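 HeLa cells stably expressing A3F-eYFP plus Vif, plated and incubated overnight at 37 deg C, then exposed to compounds overnight at 37 deg C. Blocked degradation read as raised yellow fluorescence (Ex 488/Em 500-530).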
# ALOX12 inh – ALOX12 (human) lipoxygenase inhibition; P18054; purified 12hLO, xylenol orange hydroperoxide absorbance; Potency, µM (titrated, usually from 108 µM), for the others: at the highest dose activity change, negative = inhibition, actives largely listed as inhibitors; 1.1% of 580,000 active; note: % is set by controls: 0 for no effect and ±100 for the full control effect
#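 Hydroperoxide product was detected by ferrous iron/xylenol orange as the 573 to 405 nm absorbance ratio. Arachidonic acid at 40 uM (final) was turned over for 30 min at room temperature by 150 nM human 12hLO, pH 7.0 Hepes buffer, after 15 min compound preincubation.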
# USP1 inh – inhibitors of human USP1/UAF1 deubiquitinase. Potency, µM (series often up to 57.1 µM), for inactives: at the highest dose activity change, negative = inhibition, usual class: inhibitors. 0.23% of 390,000 active. recombinant USP1/UAF1, Ub-Rhodamine cleavage fluorescence; note: % is set by controls: 0 for no effect and ±100 for the full control effect; nearly all actives have a fitted effect of over 60% in size; inactives centre near -12
#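 USP1/UAF1 complex at 1 nM was preincubated with compound for 15 min at room temperature, then Ub-Rho substrate (150nM final) was added. Fluorescence (480/540 nm) was read kinetically, 6 reads every 60 seconds.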
# Vif-APOBEC3G blk – blocks the Vif interaction with human APOBEC3G; Q9HC16; HeLa A3G-eYFP + Vif (tagged APOBEC3G with the HIV-1 protein that degrades it), YFP fluorescence, overnight; Potency, µM (titrated, usually from 46.1 µM), for inactives: at the highest dose activity, negative = active, usual class: inhibitors; 0.076% of 410,000 active; AID 602310;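 note: % is set by controls: 0 for no effect and ±100 for the full control effect; nearly all actives have a fitted effect of over 60% in size; hits raise eYFP signal because A3G escapes Vif-driven loss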
# Target sequence (Q9HC16 whole entry, looked up): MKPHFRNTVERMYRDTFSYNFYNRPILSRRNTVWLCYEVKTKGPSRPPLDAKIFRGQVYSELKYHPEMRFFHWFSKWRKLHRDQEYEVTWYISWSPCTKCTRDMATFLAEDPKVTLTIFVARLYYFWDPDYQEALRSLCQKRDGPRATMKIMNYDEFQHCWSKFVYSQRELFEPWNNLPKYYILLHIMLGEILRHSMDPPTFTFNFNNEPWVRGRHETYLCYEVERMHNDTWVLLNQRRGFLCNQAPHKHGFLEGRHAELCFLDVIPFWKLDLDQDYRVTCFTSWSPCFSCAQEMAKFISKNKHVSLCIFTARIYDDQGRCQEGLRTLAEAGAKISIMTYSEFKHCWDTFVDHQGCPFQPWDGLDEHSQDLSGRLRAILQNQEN
#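 HeLa cells stably expressing Vif and C-terminally eYFP-tagged A3G, seeded overnight at 37 deg C, then exposed to compound by pintool overnight at 37 deg C. Rise in yellow fluorescence (Ex 488/Em 500-530, Acumen) marks blocked Vif-driven A3G degradation.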
# TrxR1 substrate – rat thioredoxin reductase 1 substrate activity. O89049. purified TrxR1 substrate turnover, NADPH consumption readout. 0.01% of 390,000 active. AID 588456. Potency, µM (series often up to 114 µM), without a hit: at the highest dose activity change, negative = substrate turnover; note: % is set by controls: 0 for no effect and ±100 for the full control effect; nearly all actives have a fitted effect of over 50% in size
#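 Rat TrxR1, dispensed at 90 nM, was prereduced with 400 uM NADPH (final) for 5 min at ~22 deg C, then incubated with compound 15 min before 400 uM selenite. A first-read NADPH fluorescence drop versus no-compound background flagged substrates.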
# Numbers without * were called inactive; ? = inconclusive; . = not tested or not shown; & = joins results of further samples; [ ] = remark or other dose. Calls come from the whole dose curve; as a rule, active = well fitted curve in the direction sought with a large enough effect; inconclusive = small, poorly fitted or top-dose-only effect, or another doubt; inactive = no such curve, though single readings can be large; an effect the other way counts as inactive or inconclusive. Potency is the fitted concentration of half-maximal effect.
SMILES,RGS4 inh,IDH1 R132H inh,rTrxR1 inhibitor,RXFP1 agonist,Vif-A3F inh,ALOX12 inh,USP1 inh,Vif-APOBEC3G blk,TrxR1 substrate
CC(NC(=O)CN(C)S(=O)(=O)c1ccc(F)cc1)C1CC2CCC1C2 (stereo not given),12%,17%,15%,-2.7%,-4%,-10%,-15%,1%,4%
CCOC(=O)COc1cccc2c(=O)n(CC(=O)NCc3ccc4c(c3)OCO4)ccc12,19%,-15%,8%[57.1 µM],6.7%,-17%,34%[activator],-5%,?,1%[57.1 µM]
CCCCCCNCc1ccc(Br)cc1,24%,3%,17%[11.4 µM],-0.4%,2%,?,-3%,-7%,8%[11.4 µM]
CC(C)c1ccccc1NC(=O)c1ccco1,-11%,7%,-10%[57.1 µM],0.5%,-4%,-12%,-23%,-6%,8%[57.1 µM]
N#Cc1ccccc1S(=O)(=O)N1CCN(C(=O)CN2C(=O)NC3(CCCC3)C2=O)CC1,-10%,0%,-5%[57.1 µM],0.1%,2%,4%,-7%,-1%,-2%[57.1 µM]
CC(C)(C)c1ccccc1NC(=O)c1cccnc1,-9%,2%,27%,1.6%,-2%,-35%,-9%,0%,10%
COc1ccc(NC(=S)Nn2cnnc2)c(OC)c1,-45%,0%,8%[57.1 µM],-0.4%,10%,?,-10%,-4%,8%[57.1 µM]
c1ccc(Nc2cc(-c3ccccc3)nc3ncnn23)cc1,-2%,-5%,8%,-2.3%,0%,0%,-6%,1%,1%
COc1cc(NC(=O)CSCc2ccccc2)c(C(=O)O)cc1OC,-25%,13%,1%[57.1 µM],2.2%,1%,?,-16%,-2%,4%[57.1 µM]
CC(C)(C)OC(=O)N1CCC(c2c(C(=O)N3CCN(c4ccccn4)CC3)cnn2-c2cccc(F)c2)CC1,11%,-10%,14%,-4.2%,-5%,-7%,4%,2%,6%
OC(CN1CCOCC1)(c1ccccc1)c1ccccn1 (stereo not given),33%,-2%,-16%[57.1 µM],0.0%,-22%,2%,-21%,1%,6%[57.1 µM]
C=CCOc1ccc(C2OC34CCCCC3C(C#N)(C#N)C2(C#N)C(=N)O4)cc1 (stereo not given),-11%,7%,7%[57.1 µM],-1.1%,-11%,.,-13%,-7%,62%[activator][57.1 µM]
Cc1ccc(S(=O)(=O)N2CCN(C(C)C(=O)Nc3ccccc3-c3ccccc3)CC2)cc1 (stereo not given),6%,4%,12%,0.4%,-16%,13%,-1%,2%,-4%
Cc1ccc(C2=NNC(c3cccc(F)c3)S2)cc1 (stereo not given),-28%,16%,6%,2.0%,-1%,0%,-18%,-4%,2%
CN1C(=O)NC(NC(=O)c2cccs2)(C(F)(F)F)C1=O (stereo not given),12%,-5%,4%,0.1%,9%,-7%,-3%,1%,-3%
Fc1cccc(Cc2noc(CN3CCN(c4cnccn4)CC3)n2)c1,29%,-8%,10%,4.6%,0%,-16%,-13%,0%,2%
COc1ccc(OC)c(NC(=O)C2CCN(S(=O)(=O)c3c(C)noc3C)CC2)c1,-40%,10%,25%,-2.7%,.,41%[activator],-12%,4%,15%
Cc1ccc(S(=O)(=O)N(C)C[C@H]2OCc3cnnn3CCCC(=O)N([C@H](C)CO)C[C@H]2C)cc1,.,1%,.,.,-11%,-1%,1%,0%,.
CCC(C)NC(=O)C(Cc1ccccc1)n1cccc1 (stereo not given),-3%,-2%,14%[57.1 µM],0.3%,6%,20%,-4%,3%,8%[57.1 µM]
CC(CCc1ccccc1)NC(=O)CN1C(=O)NC2(CCCCC2)C1=O (stereo not given),-26%,11%,23%[57.1 µM],1.1%,?,24%&-1%,-17%,-4%,-10%[57.1 µM]
CCC1Oc2ccccc2N(Cc2ccccc2C)C1=O (stereo not given),6%,10%,18%,-1.7%,-2%,-12%,-9%,-13%,4%
COc1ccc(CC(=O)NCc2ccc(-n3cccc3)cc2)cc1OC,-5%,7%,18%[57.1 µM],0.6%,-4%,26%,-17%,?,15%[57.1 µM]
CCOc1ccc(NC(=O)COc2ccccc2)c([N+](=O)[O-])c1,?,2%,3%,0.5%,?,-1%,1%,0%,-5%
Cc1ccc(Cc2c[nH]c(=S)s2)cc1,?,-8%,-31%[57.1 µM],-2.9%,-5%,35µM*,-4%,0%,-4%[57.1 µM]
O=C1C2C3C=CC([C@@H]2C(=O)N1C1CC1)[C@H]1C(=O)N(C2CC2)C(=O)C31 (stereo not given in full),-23%,11%,-8%,0.5%,-1%,54%[activator][57.4 µM],-3%,1%,-10%

# Next structures:
SMILES,RGS4 inh,IDH1 R132H inh,rTrxR1 inhibitor,RXFP1 agonist,Vif-A3F inh,ALOX12 inh,USP1 inh,Vif-APOBEC3G blk,TrxR1 substrate
CC1CCN(C(=O)c2ccc(N3C(=O)C4CCC(C)CC4C3=O)cc2)CC1 (stereo not given),0%,8%,9%[57.1 µM],2.1%,-25%,15%,-12%,-1%,-4%[57.1 µM]
COc1ccc(N2C(=O)CC(N3CCOCC3)C2=O)cc1 (stereo not given),8%,3%,-38%,0.2%,2%,0%,-5%,1%,4%[57.1 µM]
Cc1ccc(-c2noc(C3CCN(C(=O)Nc4ccc(C#N)cc4)CC3)n2)o1,-7%,1%,8%,0.0%,-2%,11%,-15%,3%,-3%
CN1C2CCC1/C(=C\c1ccccc1)C(=O)/C2=C\c1ccccc1,-14%,7%,-13%,-0.3%,?,-3%,-16%,?,-15%
CCOC(=O)c1c(CSc2ccccc2)oc2ccc(O)cc12,-32%,13%,9%,4.3%,0%,?,-21%,-12%,-4%
CC(CC(=O)Nc1cc([N+](=O)[O-])ccc1Cl)c1ccccc1 (stereo not given),23%,5%,-9%,2.3%,1%,-18%,-5%,1%,-10%
COc1ccc(CNC(=O)c2cc(SC)ccc2Cl)cc1OC,-26%[56.9 µM],-3%,35%,-1.0%,2%,-10%,-18%,3%,3%
COc1ccc(C2CC(C(F)(F)F)n3nc(C(=O)NCCN4CCOCC4)cc3N2)cc1 (stereo not given),26%,3%,4%,0.5%,0%,2%,-13%,3%,-5%
COc1ccc(Cl)cc1NS(=O)(=O)c1cccc(C(=O)NCC(c2ccco2)N(C)C)c1 (stereo not given),-16%,0%,?,2.1%,-21%,0%,-19%,2%,1%
O=C(Nc1cc(S(=O)(=O)N2CCOCC2)ccc1-n1cncn1)c1ccc(Cl)cc1,48%[11.4 µM],8%,30%[activator],0.1%,-7%,-1%,-1%,-10%,3%
O=C(CSc1nc2ccccc2o1)N1CCN(c2ccccc2)CC1,21%,6%,4%,1.2%,3%,-24%,-8%,-1%,0%
CC(=O)Nc1cccc(NS(=O)(=O)c2ccccc2[N+](=O)[O-])c1,6%,1%,6%[57.1 µM],0.7%,3%,-5%,-11%,2%,-1%[57.1 µM]
Cc1ccc2nc(CSc3nnc4ccccn34)cc(=O)n2c1,5%,-1%,22%[57.1 µM],15%,-7%,?,-12%,0%,7%[57.1 µM]
CC1SC(c2ccccc2Cl)NC1=O (stereo not given),-32%,-1%,-1%[57.1 µM],0.1%,0%,442%[activator],5%,0%,7%[57.1 µM]
Cc1cc(Br)ccc1NC(=S)NCCc1ccccc1,-31%,7%,-10%,0.1%,-7%,?,-7%,-2%,-2%

# Grouped by structure, the compounds so far with fluorine.
SMILES,RGS4 inh,IDH1 R132H inh,rTrxR1 inhibitor,RXFP1 agonist,Vif-A3F inh,ALOX12 inh,USP1 inh,Vif-APOBEC3G blk,TrxR1 substrate
CC(NC(=O)CN(C)S(=O)(=O)c1ccc(F)cc1)C1CC2CCC1C2 (stereo not given),12%,17%,15%,-2.7%,-4%,-10%,-15%,1%,4%
CC(C)(C)OC(=O)N1CCC(c2c(C(=O)N3CCN(c4ccccn4)CC3)cnn2-c2cccc(F)c2)CC1,11%,-10%,14%,-4.2%,-5%,-7%,4%,2%,6%
Cc1ccc(C2=NNC(c3cccc(F)c3)S2)cc1 (stereo not given),-28%,16%,6%,2.0%,-1%,0%,-18%,-4%,2%
CN1C(=O)NC(NC(=O)c2cccs2)(C(F)(F)F)C1=O (stereo not given),12%,-5%,4%,0.1%,9%,-7%,-3%,1%,-3%
Fc1cccc(Cc2noc(CN3CCN(c4cnccn4)CC3)n2)c1,29%,-8%,10%,4.6%,0%,-16%,-13%,0%,2%
COc1ccc(C2CC(C(F)(F)F)n3nc(C(=O)NCCN4CCOCC4)cc3N2)cc1 (stereo not given),26%,3%,4%,0.5%,0%,2%,-13%,3%,-5%

# An excerpt; rates above refer to the full screens.
